High-throughput results as filed in PubChem BioAssay.
Vif-A3F inh: qHTS for Inhibitors of Vif-A3F Interactions: qHTS; hit rate 0.2% among 390,000; HeLa A3F-eYFP + Vif (tagged APOBEC3F with the HIV-1 protein that degrades it), YFP fluorescence increase; Potency, µM (series often up to 46.1 µM), for inactives: at the top dose activity, negative = active; also: % of control where 0% means no effect; nearly all actives have a fitted effect of over 65% in size
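HeLa cells stably expressing Vif plus C-terminally eYFP-tagged A3F were seeded, incubated overnight at 37 deg C, dosed with compound, incubated overnight again at 37 deg C. Yellow fluorescence (Ex 488/Em 500-530) reported blocked Vif-mediated A3F-eYFP degradation.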
RGS4 inhibitor: Inhibitors of Regulator of G Protein Signaling (RGS) 4: qHTS; Regulator of G-protein signaling 4 (Homo sapiens), P49798; Transcreener GDP fluorescence polarization, RGS4-accelerated GTP hydrolysis; Potency, µM (top dose mostly 114 µM), without a hit: at the highest dose activity change, negative = inhibition, most hits filed as inhibitors; hit rate 0.039% among 390,000; AID 504845, 2011; also: % is scaled to controls: 0 for no effect and ±100 for the full control effect; nearly all actives have a fitted effect of over 75% in size; some results filed as inactive show a strong effect at the top dose
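MLSMR compounds (23 nl, pin-transferred) preincubated 10 min at room temperature with a 500nM (2x) first reagent, then RGS4 at 900nM (2x) plus Transcreener GDP mix added; fluorescence polarization (620/688 nm) read before and after 90 min at 30 °C.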
USP1 inh: Inhibitors of USP1/UAF1: Primary Screen | AID 743255, 2014 | recombinant USP1/UAF1, Ub-Rhodamine cleavage fluorescence | hit rate 0.23% among 390,000 | Potency, µM (series often up to 57.1 µM), for the others: top-dose activity change, negative = inhibition, usual class: inhibitors | Ubiquitin carboxyl-terminal hydrolase 1 (Homo sapiens), O94782; also: % is scaled to controls: 0 for no effect and ±100 for the full control effect; nearly all actives have a fitted effect of over 60% in size; inactives centre near -12
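1 nM enzyme complex + cpd, 15 min RT; start with Ub-Rho 150nM final; kinetic fluorescence ex 480/em 540, 6 reads q60 s. Buffer 50mM HEPES pH 7.8, 0.5mM EDTA, 0.1 mg/ml BSA, 1mM TCEP, 0.01% Tween-20.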
ALOX12 inh: Primary qHTS assay for inhibitors of human arachidonate 12S-lipoxygenase (ALOX12): Round 2; Polyunsaturated fatty acid lipoxygenase ALOX12 (Homo sapiens), P18054; purified 12hLO, xylenol orange hydroperoxide absorbance; Potency, µM (top dose mostly 108 µM), for inactives: top-dose activity change, negative = inhibition, most hits filed as inhibitors; hit rate 1.1% among 580,000; AID 1671190, 2021; also: % is scaled to controls: 0 for no effect and ±100 for the full control effect
Target sequence (P18054 whole entry, looked up): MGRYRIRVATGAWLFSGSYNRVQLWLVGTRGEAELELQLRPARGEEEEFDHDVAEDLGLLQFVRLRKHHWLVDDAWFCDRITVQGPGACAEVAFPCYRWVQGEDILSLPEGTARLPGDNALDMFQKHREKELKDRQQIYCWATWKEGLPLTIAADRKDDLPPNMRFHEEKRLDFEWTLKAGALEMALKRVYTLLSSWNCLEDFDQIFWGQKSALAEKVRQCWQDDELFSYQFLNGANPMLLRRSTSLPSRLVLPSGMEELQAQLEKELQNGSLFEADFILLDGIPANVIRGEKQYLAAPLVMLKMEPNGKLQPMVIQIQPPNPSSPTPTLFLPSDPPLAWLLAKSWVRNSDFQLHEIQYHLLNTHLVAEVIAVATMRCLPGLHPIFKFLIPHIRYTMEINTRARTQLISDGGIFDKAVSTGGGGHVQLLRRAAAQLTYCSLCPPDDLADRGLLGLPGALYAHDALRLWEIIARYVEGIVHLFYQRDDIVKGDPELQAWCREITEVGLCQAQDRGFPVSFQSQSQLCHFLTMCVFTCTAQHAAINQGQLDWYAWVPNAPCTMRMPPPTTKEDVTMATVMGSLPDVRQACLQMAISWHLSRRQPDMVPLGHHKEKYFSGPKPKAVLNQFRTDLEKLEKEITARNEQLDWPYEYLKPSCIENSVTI
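Purified human 12hLO at 150 nM in 25 mM Hepes, 0.01% Triton X-100, pH 7.0, preincubated 15 min at room temperature with compound. Reaction started with 40 uM arachidonic acid, 30 min at room temperature. Hydroperoxide measured by Fe-xylenol orange, 573/405 nm absorbance ratio.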
TrxR1 substrate: qHTS Assay for Substrates of Mammalian Selenoprotein Thioredoxin Reductase 1 (TrxR1): qHTS; Thioredoxin reductase 1, cytoplasmic (Rattus norvegicus), O89049; purified TrxR1 substrate turnover, NADPH consumption readout; Potency, µM (series often up to 114 µM), inactives show at the highest dose activity change, negative = substrate turnover; hit rate 0.01% among 390,000; also: % is scaled to controls: 0 for no effect and ±100 for the full control effect; nearly all actives have a fitted effect of over 50% in size
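Rat TrxR1, dispensed at 90 nM, was prereduced with 400 uM NADPH (final) for 5 min at ~22 deg C, then incubated with compound 15 min before 400 uM selenite. A first-read NADPH fluorescence drop versus no-compound background flagged substrates.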
Vif-APOBEC3G blk: qHTS for Inhibitors of Vif-A3G Interactions: qHTS; DNA dC->dU-editing enzyme APOBEC-3G (Homo sapiens), Q9HC16; HeLa A3G-eYFP + Vif (tagged APOBEC3G with the HIV-1 protein that degrades it), YFP fluorescence, overnight; Potency, µM (top dose mostly 46.1 µM), without a hit: at the highest dose activity, negative = active, actives largely listed as inhibitors; hit rate 0.076% among 410,000;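 also: % is scaled to controls: 0 for no effect and ±100 for the full control effect; nearly all actives have a fitted effect of over 60% in size; hits raise eYFP signal because A3G escapes Vif-driven loss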
Target sequence (Q9HC16 whole entry, looked up): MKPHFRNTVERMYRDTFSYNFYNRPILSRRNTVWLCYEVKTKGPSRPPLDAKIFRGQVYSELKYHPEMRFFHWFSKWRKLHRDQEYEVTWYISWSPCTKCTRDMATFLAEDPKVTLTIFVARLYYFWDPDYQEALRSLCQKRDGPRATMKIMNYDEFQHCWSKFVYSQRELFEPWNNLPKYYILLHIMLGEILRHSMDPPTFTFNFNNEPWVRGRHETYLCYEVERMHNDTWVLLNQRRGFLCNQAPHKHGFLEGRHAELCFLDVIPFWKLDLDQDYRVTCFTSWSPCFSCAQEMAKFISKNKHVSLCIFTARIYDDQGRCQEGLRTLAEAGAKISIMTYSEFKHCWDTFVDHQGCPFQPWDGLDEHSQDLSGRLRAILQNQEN
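HeLa cells stably expressing Vif and C-terminally eYFP-tagged A3G, seeded overnight at 37 deg C, then exposed to compound by pintool overnight at 37 deg C. Rise in yellow fluorescence (Ex 488/Em 500-530, Acumen) marks blocked Vif-driven A3G degradation.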
RXFP1 ag: qHTS Assay for Agonists of the Relaxin Receptor RXFP1 | HEK293T-RXFP1 cAMP TR-FRET, 30 min; response scale: percent of porcine relaxin response, buffer zero | Potency, µM (titrated, usually from 57.5 µM), inactives show at the highest dose activation, most hits filed as activators | hit rate 0.3% among 370,000; also: % is scaled to controls: 0 for no effect and ±100 for the full control effect; nearly all actives have a fitted effect of over 60% in size; many of its hits are not listed in these tables
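cAMP rise read by TR-FRET after 30 min, 37C compound exposure (up to 58 uM) in RXFP1-transfected HEK293 cells with Ro 20174 present. EC50 from Hill-equation fits, with 29 nM porcine relaxin as 100% and buffer as basal.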
IDH1 R132H inh: qHTS for Inhibitors of mutant isocitrate dehydrogenase 1 (IDH1): qHTS; Isocitrate dehydrogenase [NADP] cytoplasmic (Homo sapiens), O75874; IDH1-R132H enzyme, NADPH consumption, diaphorase/resazurin fluorescence; Potency, µM (top dose mostly 76.6 µM), for the others: at the highest dose activity change, negative = inhibition, actives largely listed as inhibitors; hit rate 0.093% among 390,000; AID 602179, 2012; also: % is scaled to controls: 0 for no effect and ±100 for the full control effect; nearly all actives have a fitted effect of over 65% in size
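IDH1-R132H (0.5 ug/mL dispensed) in pH 7.5 Tris buffer was preincubated 30 min with compound, then given a substrate mix of 0.016 mM NADPH and 2 mM alpha-KG for 80 min at room temperature; remaining NADPH was read by diaphorase/resazurin fluorescence.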
TrxR1 inh: qHTS Assay for Inhibitors of Mammalian Selenoprotein Thioredoxin Reductase 1 (TrxR1): qHTS; hit rate 1% among 390,000; AID 588453, 2011; Thioredoxin reductase 1, cytoplasmic (Rattus norvegicus), O89049; recombinant rTrxR1, NADPH fluorescence consumption, selenite substrate; Potency, µM (doses to about 114 µM), without a hit: at the top dose activity change, negative = inhibition, usual class: inhibitors; also: % is scaled to controls: 0 for no effect and ±100 for the full control effect; nearly all actives have a fitted effect of over 65% in size
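Rat TrxR1 (90 nM in the dispensed reagent) was pre-reduced with 400 uM NADPH for 5 min at room temperature, then incubated with compound for 15 min. After 400 uM selenite was added, NADPH fluorescence (Ex 340/Em 450 nm) was followed for 8 min.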
An asterisk follows results filed as active; i = inactive; ? = inconclusive; / = not tested or not shown; [ ] = another dose, or the depositor's remark. Calls follow the shape of the dose curve; as a rule, active = well fitted curve in the direction sought with a large enough effect; inconclusive = small, poorly fitted or top-dose-only effect, or another doubt; inactive = no such curve, though single readings can be large; an effect the other way counts as inactive or inconclusive. Potency is read from the fitted curve at half-maximal effect. This is a subset. The share of hits here may be higher or lower than overall.

no. | Compound | Vif-A3F inh | RGS4 inhibitor | USP1 inh | ALOX12 inh | TrxR1 substrate | Vif-APOBEC3G blk | RXFP1 ag | IDH1 R132H inh | TrxR1 inh
1 | Cc1ccc(C(=O)NCCCNC(=O)Cc2ccccc2)cn1 | -5% | -10% | 3% | 2% | 1% | 2% | -0.9% | -2% | 21%
2 | COc1cc(SC)ccc1C(=O)Nc1ccc2c(c1)CCC2 | 0% | -2% | -21% | 0% | 6% | 1% | 0.0% | 25% | 16%
3 | COc1cc(OC)cc(C(=O)Nc2cc(-c3nc4ccccc4s3)ccc2OC)c1 | 3% | 16% | -3% | 0% | 7% | -4% | 0.9% | 5% | 4%
4 | C=CC[C@@H](CC(=O)N[C@H](CO)Cc1ccccc1)C(=O)N[C@@H](C)COC(=O)[C@@H](CC=C)Cc1ccc(F)cc1 | 2% | 16% | 24% | -16% | -7% | -1% | / | -3% | 2%[57.1 µM]
5 | CNC(=O)c1nc(C)n(-c2ccc([N+](=O)[O-])cc2)n1 | 6% | 32% | -10% | -2% | -3%[57.1 µM] | 0% | 10% | -12% | -2%[57.1 µM]
6 | COc1ccc(Oc2nccc(OC)c2C#N)cc1 | -6% | -10% | ? | 1%[57.4 µM] | 11% | 1% | 3.7% | 5% | 15%
7 | CN(CCOc1ccccc1)CC(=O)Nc1ccc(Cl)c(S(=O)(=O)N(C)C)c1 | 6% | -16% | -19% | -18% | 3%[57.1 µM] | 2% | 0.1% | 3% | 15%[57.1 µM]
8 | COc1ccc(Cn2c(SCC(=O)NCc3ccccc3)nc3ccccc32)cc1 | -2% | 19% | -1% | -23% | -6%[57.1 µM] | -9% | 0.1% | 1% | 6%[57.1 µM]
9 | COc1cccc(CNC(=O)c2ccc3c(c2)nc2n3CCCCC2)c1OC | / | -6% | -17% | -6% | -2%[57.1 µM] | / | 4.5% | / | 4%[57.1 µM]
10 | CC(C)Cn1c(N)c(C(=O)CSc2n[nH]c(N)n2)c(=O)n(C)c1=O | 4% | 11% | -12% | -6% | -5% | -6% | -0.5% | -8% | 7%
11 | Cc1nn(-c2nc(-c3ccco3)cc(C(F)(F)F)n2)c(C)c1Cl | / | -20% | -17% | 0% | 3% | -3% | 0.9% | -5% | 5%
12 | Cc1cc(C(=O)CSc2nc3ccccc3[nH]2)c(C)n1C | 2% | -26% | -10% | -4% | -2% | 1% | -0.2% | 1% | ?
13 | C[C@H](CO)N1C[C@H](C)[C@@H](CN(C)Cc2ccc(C(=O)O)cc2)Oc2ccc(NS(C)(=O)=O)cc2C1=O | 0% | 5% | 4% | -25% | -4% | -1% | / | 3% | -18%
14 | Cc1c(CNC2CCCCC2)c(C(=O)O)c(C)n1Cc1ccccc1F | -6% | 3% | 3% | -22% | -3% | 4% | -0.2% | 32% | 3%
15 | O=C(NCc1ccccc1Cl)c1ccc2c(c1)SC1=NS(=O)(=O)CCN12 | 1% | -18% | -18% | -7% | 12% | 0% | 2.9% | -1% | 46%
16 | CN(C(=O)c1cccc(NC(=O)Cc2ccc(NC(=O)C3CCCN(C(=O)CCc4ccccc4)C3)cc2)c1)C1CC1 (stereo not given) | -6% | -8% | -23% | ? | -4% | 0% | / | -2%[38.3 µM] | 8%
17 | Cn1c(=O)c2c(nc3n2CCS3)n(C)c1=O | -5% | 2% | -7% | -4% | -1% | 1% | 27% | -9% | 12%
18 | O=C(CSc1n[nH]c(-c2ccccc2O)n1)NC1CCCCC1 | 0% | 8% | -5% | ? | -1% | 0% | 2.2% | -5% | 11%
19 | CCc1cccc(NC(=O)Cn2c(C(=O)OC)cc3sc(Cl)cc32)c1 | -6% | 26% | -12% | -20% | 2% | 2% | 5.5% | -12% | 20%
20 | CCOc1ccccc1OCCCC(=O)N1CCN(S(=O)(=O)c2ccccc2C#N)CC1 | -6% | / | -8% | 6% | / | -8% | / | -6% | /
21 | CCC(C)(C)NC(=O)CN(Cc1cccs1)C(=O)CNS(=O)(=O)c1ccc(C)cc1 | -8% | 23% | -22% | -12% | 5% | -6% | -1.7% | -5% | 9%
22 | O=C(COC(=O)C1CC1)Nc1c(Cl)cccc1C(F)(F)F | -17% | 11% | -16% | 5% | -5% | -1% | 1.4% | -3% | 3%
23 | O=C(CC12CC3CC(CC(C3)C1)C2)NCC(=O)OCc1cc(=O)oc2ccc3ccccc3c12 | 6% | -2% | -24% | -29% | 101%[activator] | -12% | 0.4% | -17% | 48%[activator]
24 | Cc1ccc2[nH]c3c(c2c1)CC/C(=C/c1ccccc1)C3=O | -2% | -5% | -17% | -20% | 1% | -10% | -0.4% | 0% | 9%
25 | CCN(CC)c1ccc(C=NCCNS(=O)(=O)c2ccc(C)cc2)cc1 | -10% | -12% | -10% | -27% | 18%[0.0914 µM] | 0% | 4.7% | 2% | -8%
26 | CCOc1cc(/C=N/NC(=O)c2c(-c3ccccc3)noc2C)ccc1O | 1% | 6% | -18% | -8% | -4% | -22% | -1.2% | 7% | 3%
27 | COc1ccc(CCN(C)CCN2C(=O)c3ccccc3C2=O)cc1OC | -10% | -4% | -14% | 0% | 12%[57.1 µM] | 0% | -0.1% | 4% | 23%[57.1 µM]
28 | O=C(CSc1nc(-c2ccccc2)cs1)Nc1ccccc1[N+](=O)[O-] | -1% | -42% | -28% | 1% | -7% | -6% | 1.0% | 13% | -18%
29 | CCC1Oc2ccccc2N(CC(=O)NCc2cccs2)C1=O (stereo not given) | -6% | -13% | 0% | -55% | 1%[57.1 µM] | -4% | 3.8% | -9% | -10%[57.1 µM]
30 | COc1ccc(S(=O)(=O)n2nc(C)cc2C)c(C)c1C | 0% | -4% | ? | 12% | -2% | 1% | -0.2% | 2% | 19%
31 | CCc1cccc(CC)c1C(O)c1cccnc1 (stereo not given) | 1% | -13% | -4% | -3% | 5% | -2% | -1.9% | 4% | 4%
32 | Cc1nn2c(NCCCN(C)C)c3c(nc2c1-c1ccccc1)CCCC3 | -27% | 17% | -14% | i | 2%[57.1 µM] | 2% | -2.6% | -2% | 11%[57.1 µM]
33 | Cc1ccc(CN2CCc3nc(N4CCN(c5ncccn5)CC4)ncc3C2)cc1 | -5% | 1% | -20% | ? | -1%[57.1 µM] | -7% | 8.9% | 0% | 11%[57.1 µM]
34 | COC(=O)c1ccc(NC(=O)CO/N=C2\CCCc3nonc32)cc1 | -13% | 9% | -8% | -12% | 5%[57.1 µM] | 1% | -1.5% | 2% | 11%[57.1 µM]
35 | CCc1ccc(CN(C)C(=O)c2cc(COc3cccc4cnccc34)on2)cc1 | -11% | 9% | -17% | 2% | 5% | 3% | 3.1% | -3% | 37%
36 | COc1ccc(-c2nc3ccccc3[nH]2)cc1 | -9% | -10% | -3% | -7% | 30% | -4% | 1.6% | 12% | 20%
37 | Cc1cccc(CSC2=NCCN2S(=O)(=O)c2ccc(F)cc2)c1 | -27% | 17% | -8% | 446%[activator] | -13% | -6% | 2.7% | 8% | -8%
38 | CCC(Sc1nc2nccnc2c(=O)n1Cc1ccccc1Cl)C(=O)NC1CCCCC1 (stereo not given) | 2% | 11% | -7% | -21% | 7%[11.4 µM] | -1% | -1.1% | -2% | 3%[11.4 µM]
39 | COC(=O)c1ccc(NC(=O)Nc2ccccc2C)cc1 | 4% | 15% | -16% | -83% | 8%[57.1 µM] | 7% | -0.9% | -2% | 24%[57.1 µM]
40 | O=C(NCCCN1CCOCC1)c1cc(-c2ccc(F)cc2)no1 | 2% | 14% | -11% | 12% | 5% | 2% | 1.1% | -8% | 16%
41 | CCCCCCCCCCCCN1[C@@H](CC(C)=O)c2cc(C(F)(F)F)ccc2S1(=O)=O | 4% | -10% | -24% | 11% | 9% | 3% | / | 8% | 43%[activator]
42 | CCC(=O)Nc1nnc(CSCc2ccc(F)cc2)s1 | -2% | -23% | -5% | 65%[activator] | 12%[57.1 µM] | -2% | -0.2% | 2% | 27%[57.1 µM]
43 | Cc1cccc(-c2nc(CN3CCN(C(=O)C4CCCO4)CC3)cs2)c1 (stereo not given) | -7% | 24% | -3% | 409%[activator] | -8% | -5% | 4.4% | 3% | -19%
44 | O=C(NCc1ccccc1)NC(=O)c1ccc(Cl)cc1 | 1% | -18% | -24% | 212%[activator] | 5% | -3% | / | 0% | 31%
